DAX1 inh-1: DAX1 (NR0B1) inhibitors, primary screen, cell-based, HEK293, Gal4-DAX1, luciferase luminescence; Nuclear receptor subfamily 0 group B member 1 (Homo sapiens), P51843; HEK293 Gal4-DAX1 luciferase reporter; inhibition, % at 6.75 µM; actives 0.99% (n = 340,000); AID 504766, 2011;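 active means inhibition above the mean over all tested compounds plus 3 SD, cut at about 4.2% in these data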;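 further: 0% = DAX1-transfected cells with DMSO and 100% = empty-vector control cells with DMSO; inhibition shows as a rise in luminescence from relieved DAX1 repression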
Target sequence (P51843 207-470 limits assumed): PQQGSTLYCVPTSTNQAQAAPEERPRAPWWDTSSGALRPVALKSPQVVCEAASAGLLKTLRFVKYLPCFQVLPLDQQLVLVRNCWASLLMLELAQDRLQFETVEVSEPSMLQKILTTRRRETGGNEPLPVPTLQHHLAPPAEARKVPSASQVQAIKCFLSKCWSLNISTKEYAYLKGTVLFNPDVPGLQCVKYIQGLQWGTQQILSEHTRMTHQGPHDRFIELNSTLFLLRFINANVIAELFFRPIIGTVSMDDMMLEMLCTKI
NPR1 activator: GC-A stimulated cGMP production enhancers – HEK293 GC-A cells, cGMP TR-FRET, EC30 ANP, primary screen. activation, % at 10 µM. 0% at EC30 ANP, 100% saturating ANP. AID 1671463, 2021. actives 0.14% (n = 370,000); in the data active means activation above about 40%
sPLA2-III inh: human group III sPLA2 inhibitors, primary screen, biochemical, QFRET, BODIPY PC-A2 liposome substrate. Group 3 secretory phospholipase A2 (Homo sapiens), Q9NZ20. QFRET BODIPY PC-A2 liposome hydrolysis, fluorescence. inhibition, % at 12.2 µM. actives 0.56% (n = 370,000). AID 743126, 2013;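 active means inhibition above mean plus 3 SD of compounds lying within the high and low control bounds, cut at about 19% in these data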;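 further: 0% = median of test compound wells and 100% = no enzyme DMSO wells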
Target sequence (Q9NZ20 whole entry, looked up): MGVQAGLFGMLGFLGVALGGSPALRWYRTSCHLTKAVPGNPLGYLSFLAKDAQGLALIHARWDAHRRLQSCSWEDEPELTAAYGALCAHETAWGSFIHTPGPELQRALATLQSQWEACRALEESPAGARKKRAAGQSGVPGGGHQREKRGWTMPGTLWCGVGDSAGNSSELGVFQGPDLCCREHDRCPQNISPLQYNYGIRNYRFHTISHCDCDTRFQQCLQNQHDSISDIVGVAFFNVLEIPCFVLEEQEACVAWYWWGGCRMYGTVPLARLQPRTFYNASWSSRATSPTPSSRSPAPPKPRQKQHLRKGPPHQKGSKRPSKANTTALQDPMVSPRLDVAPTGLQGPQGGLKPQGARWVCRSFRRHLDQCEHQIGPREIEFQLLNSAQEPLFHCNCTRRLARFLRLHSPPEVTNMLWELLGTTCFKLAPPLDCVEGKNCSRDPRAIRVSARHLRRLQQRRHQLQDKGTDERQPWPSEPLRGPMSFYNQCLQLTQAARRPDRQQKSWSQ
FXN GAA850 act: FXN promoter activators, primary screen, cell-based, luciferase luminescence, HEK293 lucGAA850 | HEK293 lucGAA850 FXN promoter luciferase reporter, 24 h; percent of 10 µM SAHA response | activation, % at 6 µM | actives 0.56% (n = 360,000) | AID 540364, 2011;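 active means activation above the average of all compounds screened plus 3 SD, cutoff fixed separately per campaign, cut at about 7.5% in these data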;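 further: 0% = DMSO wells and 100% = 10 µM SAHA wells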
DAX1 inh-2: DAX1 (NR0B1) inhibitors on StAR promoter, primary screen, cell-based, luminescence, SF-1 (NR5A1), full-length DAX-1; HEK293T StAR-luciferase reporter, SF-1/DAX-1 repression relief; inhibition, % at 6.8 µM; actives 1.1% (n = 370,000); AID 652010, 2013;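 active means inhibition above the mean over all tested compounds plus 3 SD, cut at about 3.6% in these data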;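 further: 0% = DAX-1 cells with DMSO and 100% = cells lacking DAX-1 with DMSO; higher inhibition means more luminescence from relief of DAX-1 repression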
hcDAF12 agonist: H. contortus DAF-12 nuclear receptor activators, primary screen, cell-based, luminescence, HEK293, lit1-tk-luc reporter | actives 1.4% (n = 370,000) | HEK293 hcDAF-12 lit1-tk-luc reporter; 0% DMSO, 100% Δ7-dafachronic acid | activation, % at 6.8 µM | AID 652067, 2013;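 active means activation above the mean of all tested compounds plus 3 SD, cut at about 5.5% in these data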;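 further: 100% = response to 3 µM Δ7-dafachronic acid high control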
SMARCA2 act: SMARCA2 (BRM) function activators, primary screen, cell-based, luminescence, high throughput; MG213 cells, MMTV-luciferase reporter, dexamethasone, overnight; activation, % at 9.1 µM; actives 1% (n = 370,000); in the data active means activation above about 7.8%;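 further: 0% = vehicle wells and 100% = reference activator wells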
hgDAF12 agonist: H. glycines DAF-12 receptor agonists, primary screen, cell-based, luminescence, HEK293, GAL4 fusion, UAS-luciferase; activation, % at 6.8 µM; actives 1.8% (n = 370,000); HEK293 GAL4-hgDAF12 UAS-luciferase reporter, agonist luminescence; normalized to butyrate control;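 active means activation above a cutoff set at the mean of all screened compounds plus 3 SD, cut at about 10% in these data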;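 further: 0% = DMSO wells and 100% = sodium butyrate wells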
ssDAF12 agonist: S. stercoralis DAF-12 nuclear receptor activators, primary screen, cell-based, luminescence, HEK293, GRIP1 co-expression, lit1-tk-luc; AID 652126, 2013; Nuclear hormone receptor DAF-12 (Strongyloides stercoralis); activation, % at 6.8 µM; HEK293 ssDAF-12/GRIP1 lit1-tk-luc reporter; % of 3 µM dafachronic acid response; actives 1% (n = 370,000);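 active means activation above the mean over all tested compounds plus 3 SD, cut at about 0.9% in these data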;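 further: 0% = DMSO-only wells and 100% = 3 µM delta7-dafachronic acid wells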
GC-B act: human GC-B receptor activators, primary screen, HEK293 GC-B cells, cGMP TR-FRET, EC30 CNP; Atrial natriuretic peptide receptor 2 (Homo sapiens), P20594; 0% at EC30 CNP, 100% saturating CNP; activation, % at 10 µM; actives 0.11% (n = 370,000);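 active means activation at 10 µM reaching about 35% in either raw or pattern-adjusted values, limit read from the data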
proKLK7 act: proKLK7 zymogen activators, primary screen, biochemical, fluorescence intensity; Kallikrein-7 (Homo sapiens), P49862; purified proKLK7, EDANS-DABCYL substrate fluorescence; 100% is mature enzyme control, 0% vehicle; activation, % at 7 µM; actives 0.9% (n = 370,000);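 active means activation above the mean of all tested compounds plus 3 SD, computed per campaign excluding outliers beyond control limits, cut at about 13% in these data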
Target sequence (P49862 whole entry, looked up): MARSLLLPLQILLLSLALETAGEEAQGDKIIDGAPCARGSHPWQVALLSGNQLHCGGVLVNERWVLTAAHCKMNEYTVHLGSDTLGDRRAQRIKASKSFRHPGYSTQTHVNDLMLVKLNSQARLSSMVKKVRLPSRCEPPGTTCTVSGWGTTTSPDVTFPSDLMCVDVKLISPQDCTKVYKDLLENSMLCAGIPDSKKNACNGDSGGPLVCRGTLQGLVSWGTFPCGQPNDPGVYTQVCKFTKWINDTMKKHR
Active calls of the source: *; / = no result given.

SMILES	DAX1 inh-1	NPR1 activator	sPLA2-III inh	FXN GAA850 act	DAX1 inh-2	hcDAF12 agonist	SMARCA2 act	hgDAF12 agonist	ssDAF12 agonist	GC-B act	proKLK7 act
CN(Cc1cn(-c2ccccc2)nc1-c1ccc2c(c1)OCO2)Cc1nccn1C	-0.1	-10	-10	-0.1	-1.0	-1.7	-3	-6.7	-2.2	-4	0.2
CCO[C@@H]1OC(C(=O)NCc2nc3ccccc3[nH]2)=C[C@H](c2ccc(C(F)(F)F)cc2)[C@H]1CCCO	-0.3	-3	-40	-1.8	-0.6	-2.1	0	-3.7	-1.6	-2	-0.3
Cc1ccc(NC(=O)CSCC(=O)Nc2cc(Cl)ccc2N2CCN(C)CC2)cc1	-0.8	-22	-14	1.2	1.2	-1.2	0	-0.5	-1.1	-18	0.5
CCN(C(=O)CSc1ncccc1C(=O)Oc1cccc([N+](=O)[O-])c1)c1cccc(C)c1	-0.5	-3	-16	1.9	0.2	-2.8	0	-2.8	-1.1	-2	0.5
O=C(/C=C/c1cccs1)N1CCN(Cc2ccc3c(c2)OCO3)CC1	-0.4	0	-2	3.2	0.4	2.1	6	-1.5	-0.4	1	0.3
Cc1ccc(OCC(=O)NNC(=O)CSc2nnc(-c3ccc(C)cc3)n2C)cc1	-1.4	-1	-4	2.1	0.1	-0.8	-2	4.7	-1.4	-6	0.2
CC1(C)C/C(=N\NC(=S)Nc2ccccc2F)c2cc(O)ccc2O1	-2.2	16	9	-3.5	-1.2	-1.8	-3	-2.5	-1.8	-2	-12
CCc1ccc(CN(C)Cc2c(C(=O)N3CCOCC3)nc3c(C)cccn23)nc1	0.7	2	-2	0.7	-1.0	1.1	1	1.7	-0.4	-8	0.2
O=C(Cn1cnc2c(cnn2-c2ccc(F)cc2)c1=O)N1CCN(c2ccccc2)CC1	-0.5	4	6	1.0	0.8	-1.2	0	0.2	-1.7	1	-0.6
C[C@@H]1NC(=O)[C@@]2(C)[C@@H](c3ccccc3)[C@H]3COc4ccc(Cl)cc4[C@@H]3N2C1=O	-0.9	-2	3	-0.6	0.5	-2.0	0	-0.6	-0.9	1	-0.3
CC(C)Cc1nnc(NC(=O)CCC(=O)N2CCN(c3ccccc3)CC2)s1	0.8	3	2	1.1	-0.4	-0.6	0	1.0	-1.2	5	1.1
CCNC(=S)N(Cc1cc2c(C)ccc(C)c2[nH]c1=O)C1CCCC1	1.0	-4	11	-1.5	0.1	0.8	0	-1.9	-1.2	-5	0.0
CN(C)/C=C/C(=O)c1ccncc1	0.4	1	-2	-1.1	-0.1	-0.7	-1	2.6	-0.7	2	0.5
Cc1nc2cc(NS(=O)(=O)c3cccc4cccnc34)ccc2s1	-1.1	-13	0	0.1	-1.4	-4.3	-3	-6.0	-1.0	-8	0.5
Cc1ccc(NC(=O)CSc2ncn[nH]2)c([N+](=O)[O-])c1	1.9	2	-5	2.2	-0.2	-0.1	-1	0.5	-1.5	0	-0.8
CC1CCC/C(=C\Nc2ccc(C(=O)O)c(O)c2)C1=O (stereo unspecified)	-1.2	2	1	-0.2	-0.1	-0.9	-2	-3.2	-1.3	2	0.6
Cc1ccc(/C=N/NC(=O)CSc2nc3ccccc3[nH]2)o1	0.6	3	9	0.1	-0.2	3.8	0	8.0	0.4	-3	1.1
O=C(CNS(=O)(=O)c1ccc2ccccc2c1)OCc1nnc(-c2ccccc2)o1	-0.7	/	-15	0.7	-0.1	4.9	0	1.0	-1.3	/	0.1
COCCSc1ccccc1C(=O)N1CCOCC1	0.2	2	5	0.1	-0.7	-0.6	-4	1.0	-1.0	4	0.8
Cc1nc2sc(C(N)=O)c(N)c2c2c1CCCC2	-1.5	1	2	-6.5	-0.8	-2.1	-4	4.9	-0.7	0	2.5
COc1ccc(Cl)cc1CN1C(=O)C(Cc2ccccc2)ON=C1C (stereo unspecified)	/	-4	8	-2.1	-1.4	-0.4	-3	-2.2	-1.4	-2	-0.3
CCc1nnc(SCC(=O)Nc2nc(C)c(C(=O)N(C)C)s2)n1CC	-0.2	0	-3	0.2	-0.5	0.6	-1	1.0	-1.3	-1	-0.7
CCOC(=O)c1sc(=S)n(-c2ccccc2)c1N	1.0	10	7	1.9	-0.3	-1.2	0	-0.6	-0.7	-3	-0.1
CCO/C=C1/C(=O)N(C(C)=O)c2ccccc21	1.1	1	2	-0.9	0.5	3.4	-2	2.1	-0.6	3	-0.1
Cc1nnc(NC(=O)c2cccc(S(=O)(=O)N3CCN(C)CC3)c2)s1	1.6	2	1	-1.2	-0.6	-0.9	1	-1.1	-0.9	4	-0.8
O=C(CSc1ccccc1)NC1CC1	0.2	2	0	0.0	1.1	-0.2	-2	-1.4	-0.9	6	0.9
CCCCC(O)CN1CCC(c2ccccc2)CC1 (stereo unspecified)	0.4	-1	-3	0.1	0.4	-0.6	0	0.6	-0.9	-2	-0.3
COc1ccc(C2(C(=O)NCc3ccco3)CCCC2)cc1OC	-0.9	-1	3	-0.6	-0.5	-1.3	0	0.5	-1.0	-1	-0.6
O=C1NCCCc2nonc21	2.7	3	2	0.6	0.1	-0.1	-1	0.3	-0.9	3	0.2
COc1cccc(CNC(=O)C2CCCN(c3nc4ccccc4o3)C2)c1 (stereo unspecified)	0.6	2	-4	-1.0	0.2	-1.7	-3	-1.8	-0.9	-4	0.1
N#Cc1ccccc1S(=O)(=O)N1CCN(C(=O)c2cc3c(s2)CCC3)CC1	-1.2	-4	-7	1.7	-1.4	0.1	2	-0.6	-0.8	-6	-0.1
CSc1nn(-c2ccc(C(=O)OCC(=O)NC(=O)NC(C)C)cc2)c(=S)s1	-1.9	-3	-20	2.5	0.4	3.2	-3	-0.8	-0.4	5	0.1
CC1(C)NC(=O)N(CC(O)COc2ccccc2[N+](=O)[O-])C1=O (stereo unspecified)	/	2	0	1.1	-0.3	2.4	-1	1.0	0.6	3	-0.4
Cc1nn(-c2ccccc2)c(C)c1/C=N/NC(=O)CSc1nnc(SCc2ccccc2Cl)s1	1.1	-8	-10	2.7	-0.1	-0.3	0	3.1	-0.1	1	0.3
Cc1cc(C)n2nc(C(=O)N3CCOCC3)nc2n1	2.2	0	0	1.3	-0.5	-1.3	3	-2.5	-1.3	1	0.5
CCCCC[C@H](O)/C=C/[C@@H]1[C@@H](C/C=C\CCCC(=O)O)[C@H]2CO[C@@H]1C2	0.0	-6	2	4.0	0.4	-2.1	-6	-3.2	-1.1	-15	0.2
CCOC(=O)[C@]12CCCCC/C=C\1N(CCc1ccc(Cl)cc1)C(=O)[C@H]2CC(=O)NCc1cccc2ccccc12	/	-5	-5	/	-0.6	-1.5	-3	1.4	-1.0	0	-0.5
COc1ccccc1NC(=S)NC(NC(=O)CC(C)C)C(Cl)(Cl)Cl (stereo unspecified)	0.3	-3	3	-1.0	-0.5	1.9	-3	-1.2	-1.1	-1	-0.6
COc1ccc(S(=O)(=O)N2CCCCC2)cc1NC(=O)c1ccc(=O)[nH]c1	2.6	-2	-8	0.6	-0.4	-0.7	0	-0.3	-1.2	-2	1.0
COP(=O)(OC)C(NC(=O)Nc1ccccc1)c1ccccc1 (stereo unspecified)	-1.9	5	2	0.7	0.0	-0.5	-2	-0.1	-0.9	3	0.1
CC(C)NC(=O)c1onc(CSc2ccc(F)c(F)c2)c1C(=O)O	0.6	0	0	-0.6	0.7	-1.4	1	0.1	-0.8	1	-0.5
Nc1nnnn1/N=C/C=C/c1ccccc1	0.0	-1	3	3.6	0.9	-0.6	-1	3.9	-1.3	-2	0.5
COc1ccc(C(CNC(=O)CCNS(=O)(=O)c2ccc(Br)cc2)N2CCOCC2)cc1 (stereo unspecified)	-0.8	-3	-1	-0.3	1.6	-0.9	-3	-0.4	-1.0	-8	-0.3
COCCn1c(C)cc(C(=O)CSc2ncnc3sc4c(c23)CCC4)c1C	1.2	1	7	0.9	-0.1	-1.6	5	-1.9	-1.5	1	0.0

No new results follow: 10 of the compounds above.
SMILES	DAX1 inh-1	NPR1 activator	sPLA2-III inh	FXN GAA850 act	DAX1 inh-2	hcDAF12 agonist	SMARCA2 act	hgDAF12 agonist	ssDAF12 agonist	GC-B act	proKLK7 act
Cc1cc(C)n2nc(C(=O)N3CCOCC3)nc2n1	2.2	0	0	1.3	-0.5	-1.3	3	-2.5	-1.3	1	0.5
CCCCC[C@H](O)/C=C/[C@@H]1[C@@H](C/C=C\CCCC(=O)O)[C@H]2CO[C@@H]1C2	0.0	-6	2	4.0	0.4	-2.1	-6	-3.2	-1.1	-15	0.2
CCOC(=O)[C@]12CCCCC/C=C\1N(CCc1ccc(Cl)cc1)C(=O)[C@H]2CC(=O)NCc1cccc2ccccc12	/	-5	-5	/	-0.6	-1.5	-3	1.4	-1.0	0	-0.5
COc1ccccc1NC(=S)NC(NC(=O)CC(C)C)C(Cl)(Cl)Cl (stereo unspecified)	0.3	-3	3	-1.0	-0.5	1.9	-3	-1.2	-1.1	-1	-0.6
COc1ccc(S(=O)(=O)N2CCCCC2)cc1NC(=O)c1ccc(=O)[nH]c1	2.6	-2	-8	0.6	-0.4	-0.7	0	-0.3	-1.2	-2	1.0
COP(=O)(OC)C(NC(=O)Nc1ccccc1)c1ccccc1 (stereo unspecified)	-1.9	5	2	0.7	0.0	-0.5	-2	-0.1	-0.9	3	0.1
CC(C)NC(=O)c1onc(CSc2ccc(F)c(F)c2)c1C(=O)O	0.6	0	0	-0.6	0.7	-1.4	1	0.1	-0.8	1	-0.5
Nc1nnnn1/N=C/C=C/c1ccccc1	0.0	-1	3	3.6	0.9	-0.6	-1	3.9	-1.3	-2	0.5
COc1ccc(C(CNC(=O)CCNS(=O)(=O)c2ccc(Br)cc2)N2CCOCC2)cc1 (stereo unspecified)	-0.8	-3	-1	-0.3	1.6	-0.9	-3	-0.4	-1.0	-8	-0.3
COCCn1c(C)cc(C(=O)CSc2ncnc3sc4c(c23)CCC4)c1C	1.2	1	7	0.9	-0.1	-1.6	5	-1.9	-1.5	1	0.0

Source: PubChem BioAssay (several laboratories)

Random draw from the library; any-hit rate near 6.7%.
